RXFP1 agonist: agonists of human relaxin receptor RXFP1; 0.3% of 370,000 active; Potency, µM (highest dose often 57.5 µM), inactives show at the highest dose activation, actives largely listed as activators; HEK293T-RXFP1 cAMP TR-FRET, 30 min; response scale: percent of porcine relaxin response, buffer zero; active = well fitted activation curve with a large enough effect; also: potency is read from the fitted curve at half-maximal effect; % is scaled to controls: 0 for no effect and ±100 for the full control effect; nearly all actives have a fitted effect of over 60% in size; many of its hits are not listed in these tables
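HEK293 cells stably expressing RXFP1, treated 30 min at 37C with compounds plus PDE4 inhibitor Ro 20174; cAMP measured by HTRF TR-FRET. Normalized to buffer and 29 nM porcine relaxin; EC50 by Hill fit.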
D1 antagonist: human D1 dopamine receptor antagonism. P21728. HEK293 TREx D1 cells, calcium flux, dopamine EC80; active compounds read low. activity change, negative = inhibition, % at 10 µM. 3.2% of 360,000 active. AID 504652; in the data active = activity change below about -30%; also: % is scaled to controls: 0 for no effect and ±100 for the full control effect
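Cells carrying a force-coupled, tetracycline-inducible human D1 receptor report calcium flux. Each well gets a 10 s baseline, compound with 180 s monitoring, then an EC80 dopamine stimulus with a second 180 s kinetic read.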
D1 ag: agonists of human D1 dopamine receptor; P21728; HEK293 T-REx D1 cells, calcium flux, agonist mode; activation, % at 2 µM; 1% of 360,000 active; AID 504660; in the data active = activation above about 30%; also: 0% is about no effect
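Inducible HEK293 T-REx D1 cells, force-coupled to calcium signalling, were plated at 4000 cells/well with tetracycline and held overnight at 30 C. After no-wash calcium dye loading, compound-evoked calcium rise over 180 s flagged agonists.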
D2 ag: D2 dopamine receptor (human) agonism; P14416; HEK293 T-REx D2 cells, calcium flux agonist mode; activation, % at 2 µM; 0.53% of 340,000 active; AID 485358;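 active = activation over 3 SD above normal in the single-dose calcium agonist read, cut at about 30% in these data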; also: 0% is about no effect
Target sequence (P14416 whole entry, looked up): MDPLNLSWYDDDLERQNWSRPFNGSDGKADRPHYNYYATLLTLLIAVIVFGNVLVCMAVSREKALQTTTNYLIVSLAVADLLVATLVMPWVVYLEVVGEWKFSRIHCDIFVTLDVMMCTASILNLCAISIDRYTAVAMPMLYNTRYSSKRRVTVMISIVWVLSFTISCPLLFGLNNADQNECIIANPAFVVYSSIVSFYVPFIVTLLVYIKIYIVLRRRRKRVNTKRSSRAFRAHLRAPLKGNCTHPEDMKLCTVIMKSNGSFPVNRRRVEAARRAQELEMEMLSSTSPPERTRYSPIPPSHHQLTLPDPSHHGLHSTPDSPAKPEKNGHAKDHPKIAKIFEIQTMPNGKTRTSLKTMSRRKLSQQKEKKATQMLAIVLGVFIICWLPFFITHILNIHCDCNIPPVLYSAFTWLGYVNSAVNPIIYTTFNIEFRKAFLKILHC
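Calcium-flux readout, 1 cycle/sec over 180 s following compound pin transfer, in inducible HEK293 Trex D2 cells (force-coupled); dopamine controls included. Positive calcium responses during this window marked compounds as potential agonists.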
D2 potentiator: positive allosteric modulators of human D2 dopamine receptor | HEK293 T-REx D2, calcium flux, EC20 dopamine potentiation | potentiation, % at 10 µM | AID 485347 | 0.34% of 340,000 active | P14416;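 active = potentiation over 3 SD above the plate norm, cut at about 30% in these data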; also: 0% is about no effect
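Calcium flux readout, no-wash dye, 1 read/s. Inducible HEK293 Trex D2 line, overnight 30 C. Compound alone 180 s (agonist flags), then EC20 dopamine, another 180 s to score potentiation.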
D1 potentiator: human D1 dopamine receptor positive modulation. HEK293 TREx D1 cells, calcium flux, dopamine EC20 potentiation. 0.036% of 360,000 active. potentiation, % at 10 µM. P21728. AID 504651; in the data active = potentiation above about 30%; also: 0% is about no effect
RXFP1 antagonist: antagonists of human relaxin receptor RXFP1. Q9HBX9. 0.59% of 350,000 active. HEK293-RXFP1, relaxin-stimulated cAMP HTRF, 30 min; active compounds read low. AID 1259400. activity change, negative = inhibition, % at 57.5 µM;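 active = activity change of -60% or lower, but not beyond a set lower limit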; also: % is scaled to controls: 0 for no effect and ±100 for the full control effect
TRHR PAM: allosteric enhancers of human TRH receptor; P34981; TRHR cells, fluo-8 calcium fluorescence, EC20 TRH enhancement; enhancement, % at 2 µM; 0.66% of 360,000 active; in the data active = enhancement above about 30%; also: 0% is about no effect
Target sequence (P34981 whole entry, looked up): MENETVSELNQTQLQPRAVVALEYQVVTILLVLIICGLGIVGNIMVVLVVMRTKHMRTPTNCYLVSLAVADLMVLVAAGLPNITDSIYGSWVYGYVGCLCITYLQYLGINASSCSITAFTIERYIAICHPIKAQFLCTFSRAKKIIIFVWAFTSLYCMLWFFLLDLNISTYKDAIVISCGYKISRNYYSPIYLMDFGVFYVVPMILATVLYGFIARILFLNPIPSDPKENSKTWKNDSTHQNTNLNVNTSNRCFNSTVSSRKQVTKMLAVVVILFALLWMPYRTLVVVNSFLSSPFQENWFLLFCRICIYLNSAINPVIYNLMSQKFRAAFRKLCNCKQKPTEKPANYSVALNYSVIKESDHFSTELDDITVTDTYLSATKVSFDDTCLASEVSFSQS
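Enhancer read-out: after compound pinning and an initial kinetic agonist-mode read, an EC20 of TRH (10 nM final) was injected and fluo-8 calcium signal (Ex 480/Em 530) followed at 1 s/cycle for 100 cycles in TRHR-expressing cells.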
D2 antagonist: antagonizes the human D2 dopamine receptor | P14416 | HEK293 TREx D2 cells, calcium flux, dopamine EC80 | inhibition, % at 10 µM | 2% of 340,000 active; in the data active = inhibition above about 30%; also: 0% is about no effect
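In this primary screen, negative modulation is detected by tracking calcium flux after an EC80 dopamine challenge in inducible HEK293 T-REx D2 cells preexposed to test compound for 180 s.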
Numbers without * were called inactive; nt = no result given; & = joins results of further samples; ! = a repeat was not active. Not all compounds are listed (hit frequency here may not be typical).

The line under a structure holds: RXFP1 agonist	D1 antagonist	D1 ag	D2 ag	D2 potentiator	D1 potentiator	RXFP1 antagonist	TRHR PAM	D2 antagonist
[1] COc1ccccc1CNc1ccc2nnc(CCNC(=O)c3ccc(C)cc3)n2n1
→ 4.2%	4	2	-1.5	0	-2	7	2	-5
[2] Cc1csc(NC(=O)CS(=O)(=O)Cc2ccccc2)n1
→ 0.1%	1	0	0.5	0	1	5	-2	-9
[3] O=C(O)c1ccc(NCc2nc3ccccc3n2Cc2ccccc2)cc1
→ 1.3%	6	6	0.1	-4	6	-3	-5	-9
[4] CC(=O)c1cccc(NC(=O)c2noc3c2CSc2ccccc2-3)c1
→ -4.2%	-9	1	1.7	nt	4	-20	14	nt
[5] O=C(NCC(=O)N(Cc1ccccc1)C(C(=O)NCC1CCCO1)c1ccccc1)c1cccs1 (configuration not stated)
→ 0.9%	6	2	1.1	11	-2	-1	-2	12
[6] Cc1cc(C)n(-c2ccc(C(=O)Nc3cccnc3Cl)cc2)n1
→ 1.6%	-41*	5	1.7	0	-12	-4	3	21
[7] Cc1cc(Cl)ccc1OC(C)C(=O)Nc1ccccc1N1CCOCC1 (configuration not stated)
→ 1.6%	-2	5	6.6	-2	-2	-24	-12	-5
[8] COc1ccc(/C=C(\C#N)C(=O)ONC2=NCCCCC2)cc1
→ -0.5%	-2	5	-0.3	5	-3	-4	1	4
[9] O=c1oc2ccccc2cc1-c1csc(Nc2nc3ccc(F)cc3s2)n1
→ 0.3%	-8	0	-0.5	9	-2	nt	-1	-3
[10] COC(=O)c1scc(-c2ccc(C)cc2)c1S(=O)(=O)Nc1cc(C)c(Cl)cc1OC
→ -3.6%	-10	11	-0.2	-1	-6	nt	3	nt
[11] CC(=O)C1=C(C)OC2(O)c3ccccc3C(=O)C12O (configuration not stated)
→ 4.2%	-2	1	-0.4	9	-5	4	1	-13
[12] CCn1cc(CN(C)C(=O)/C=C/c2ccc([N+](=O)[O-])cc2)c(C)n1
→ 0.7%	-8	3	1.4	-14	1	nt	-1	2
[13] COc1ccc(OC)c(NC(=O)C2CCN(C(=O)c3cccs3)CC2)c1
→ 1.5%	-9	1	0.0	1	2	-1	1	-5
[14] O=c1cc(CSc2nc3ccccc3c(=O)[nH]2)c2ccc(O)cc2o1
→ 0.9%	-37*	1	0.6	1	-7	-35	-1	18
[15] CN1CCN(c2ccccc2NC(=O)Cc2cn(C)c3ccccc23)CC1
→ 0.0%	-19	4	0.4	-17	-8	nt	-6	7
[16] COC(=O)c1ccc(NC(=S)NC(=O)c2c(Cl)cnn2C)cc1
→ -4.1%	-2	11	-1.4	7	-1	1	8	0
[17] N#Cc1nc(-c2ccco2)oc1N1CCN(Cc2ccccc2)CC1
→ 0.3%	4	0	-1.1	-10	7	-1	2	-8
[18] CCCCCC(=O)Nc1cccc2ccccc12
→ -1.2%	-3	0	nt	nt	0	-1	-5	nt
[19] O=C(NCC1CCCO1)c1ccc2c(=O)n(-c3ccccc3)c(=S)[nH]c2c1 (configuration not stated)
→ 12%	1	2	0.3	1	-2	-24	8	1
[20] CCOc1cccc(CNc2ccc(O)cc2)c1OCc1ccccc1Cl
→ -3.2%&0.2%	1&33	0&0	0.3	-5&3	8&11	-89*!	3&3	9
[21] COc1cc(OC)c2ccc(=O)oc2c1C(CC(=O)N1CCOCC1)c1ccc(N(C)C)cc1 (configuration not stated)
→ -1.7%	8	2	-1.0	-3	-1	nt	-3	21
[22] CC(=O)c1ccc(NC(=O)COCc2cc(-c3ccco3)on2)cc1
→ 8.5%	-26	3	0.7	-8	0	-10	7	nt
[23] C/C(CC(C)C)=N/Nc1ccc([N+](=O)[O-])cc1[N+](=O)[O-]
→ -2.8%	-7	3	0.4	-4	1	-1	8	-3
[24] CC(=O)Nc1cccc(C(=O)NCC2(N3CCCCC3)CCCCC2)c1
→ -0.6%	8	1	0.2	8	-4	-15	-1	11
[25] O=C(NCC(=O)N(c1cccc(F)c1)C(C(=O)NC1CCCC1)c1cccnc1)c1cccs1 (configuration not stated)
→ 0.4%	-23	4	-3.0	5	-3	4	4	-10
[26] CC1CN(C(=O)CCn2c(=O)oc3ccccc32)CC(C)O1 (configuration not stated)
→ 1.4%	4	6	-0.6	3	-4	4	15	5
[27] Cc1nnc(SCC(=O)Nc2ccc3c(c2)OCCO3)n1CC1CCCO1 (configuration not stated)
→ -0.2%	-17	0	-0.1	-11	-6	10	0	-5
[28] Cc1ccccc1C(=O)Nc1ccnn1C1CCN(C2CCSCC2)CC1
→ 1.7%	-11	0	-0.6	-6	-7	-18	-7	10
[29] Cc1cc(S(=O)(=O)N(Cc2ccccc2)Cc2ccc(N(C)C)cc2)ccc1-n1cnnn1
→ 2.4%	2	0	0.7	3	-9	12	6	-1
[30] CCN1CCCc2cc(CN(CCN3CCOCC3)C(=S)Nc3ccc(OC)c(OC)c3)ccc21
→ 6.6%	-1	0	-0.4	-2	-1	4	0	4
[31] CCn1cc(C(=O)NCc2ccccn2)c(=O)c2cc(F)c(N3CCN(C)CC3)cc21
→ 3.6%	-16	2	0.3	0	-8	3	-1	10
[32] O=C(/C=C/c1ccc(F)cc1)N1CCCc2ccccc21
→ 3.5%	-7	2	-0.1	nt	-3	-5	5	-6
[33] COCC(O)CNc1ccccc1 (configuration not stated)
→ 0.9%	-21	2	0.6	-4	-7	16	-1	-4
[34] COc1ccccc1Nc1nnc(SCC2CCCCO2)s1 (configuration not stated)
→ 0.4%	-10	3	-0.1	8	-1	-11	10	4
[35] O=c1[nH]c(CSc2nnc(-c3ccccc3)n2C2CCCCC2)nc2ccccc12
→ -3.4%	1	0	-0.4	8	3	5	-4	-32
[36] O=c1c2cnn(-c3ccccc3)c2nc(-c2cccs2)n1-c1ccc(Br)cc1
→ 11%	6	16	-1.2	17	2	-13	1	-13
[37] CCOc1ccc(CCNC(=O)Nc2ccccc2)cc1OCC
→ 4.4%	15	5	-1.2	4	-4	-3	-3	-6
[38] CC1(C)N=C(c2ccccn2)C(C)(C)N1O
→ 0.0%	10	0	0.6	4	0	7	-3	-16
[39] Cc1nc(C(=O)NCCCO)cc2c1[nH]c1ccccc12
→ -3.1%	-15	1	0.7	-3	-4	-6	2	-14
[40] CCCN(CCC)S(=O)(=O)c1ccc(C(=O)Nc2ccc(S(=O)(=O)Nc3nnc(CC)s3)cc2)cc1
→ 1.0%	3	19	-1.4	12	-6	-6	-12	-53

Ordered by formula weight (smallest number first): part of the list above
The line under a structure holds: RXFP1 agonist	D1 antagonist	D1 ag	D2 ag	D2 potentiator	D1 potentiator	RXFP1 antagonist	TRHR PAM	D2 antagonist
[32] O=C(/C=C/c1ccc(F)cc1)N1CCCc2ccccc21
→ 3.5%	-7	2	-0.1	nt	-3	-5	5	-6
[39] Cc1nc(C(=O)NCCCO)cc2c1[nH]c1ccccc12
→ -3.1%	-15	1	0.7	-3	-4	-6	2	-14
[36] O=c1c2cnn(-c3ccccc3)c2nc(-c2cccs2)n1-c1ccc(Br)cc1
→ 11%	6	16	-1.2	17	2	-13	1	-13

Next records follow.
The line under a structure holds: RXFP1 agonist	D1 antagonist	D1 ag	D2 ag	D2 potentiator	D1 potentiator	RXFP1 antagonist	TRHR PAM	D2 antagonist
[41] O=C(COC(=O)c1ccc(O)cc1)Nc1nccs1
→ -1.9%	-13	1	0.8	11	-1	1	2	-10
[42] CCc1c(C)nc(SCC(=O)N2CCN(c3ccccc3)CC2)[nH]c1=O
→ 0.5%	52	-1	5.1	-6	-2	-2	1	-13
[43] CCC(C)Sc1cccc(-c2nc3ccc(C)cn3c2NCc2ccccc2)c1 (configuration not stated)
→ 13%	-3	0	-0.8	-1	-2	nt	10	2
[44] COc1cc(C2=NOC(C(=O)NCc3cccs3)C2)cc(OC)c1OC (configuration not stated)
→ 6.3%	-3	12	0.6	0	-1	-8	-4	1
[45] CC(=O)Nc1ccc2c(c1)c1ccccc1n2C(C)=O
→ 1.5%	8	2	0.9	0	0	-7	4	-5
[46] CCC(C)[C@H](NC(=O)N1c2ccccc2NC(=O)[C@@H]1C(C)C)C(=O)N[C@@H](Cc1ccccc1)C(=O)O (some centres not stated)
→ 1.5%	1	1	-0.4	-12	2	nt	-3	5
[47] COc1ccc(-c2noc(CC(=O)Nc3cc(OC)ccc3OC)n2)cc1
→ -2.3%	-6	3	0.9	2	-2	-18	5	nt
[48] CCOC(=O)C1(Cc2ccc(Cl)cc2)CCN(C2CCC2)CC1
→ 1.0%	20	9	0.3	-12	-3	-12	-2	-1
[49] NS(=O)(=O)c1ccc(CCNC(=O)c2cc(-c3cc(Cl)ccc3O)n[nH]2)cc1
→ 2.3%	6	0	-0.2	-7	-2	1	1	2
[50] O=C(C[n+]1ccccc1)N/N=C/c1ccc(Cl)cc1
→ 0.1%	6	3	0.0	-11	-9	-3	-1	-14
[51] CCc1ccccc1NC(=S)NN
→ 4.4%	2	0	0.9	1	-5	nt	-10	-11
[52] Cc1nn(C(=O)c2c(F)cccc2F)c(C)c1S(=O)(=O)N1CCOCC1
→ 0.1%	10	2	-0.3	-13	1	nt	-6	nt
[53] N#CCC(=O)Nc1ccc(C(=O)NCc2ccccn2)cc1
→ -0.8%	-20	2	-0.1	-3	-5	-2	-6	1
[54] Cc1sc2ncnc(SCC(=O)N3CCCC(C(N)=O)C3)c2c1C (configuration not stated)
→ 0.8%	7	5	1.2	-5	2	19	3	-52
[55] Cc1ccc(-c2cc(C(=O)OCC(=O)N(C)C3CCS(=O)(=O)C3)c3ccccc3n2)o1 (configuration not stated)
→ 14%	-15	12	0.0	8	-1	-4	-2	-3
[56] Cc1n[nH]c(=O)nc1NCCN(C)C
→ 1.0%	4	0	-1.8	-9	-3	-1	-5	-9
[57] CN(C(=O)CSc1nnn(C)n1)c1ccccc1
→ -0.7%	-6	5	0.8	-6	-4	14	-4	13

Compound activity from PubChem.
